Insulin prom up – MIN6 insulin promoter up-regulation | 190,000 compounds, 0.3% hits | MIN6 insulin promoter-GFP reporter, high-content imaging; hits give high values | z-score at 5 µM;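 active = z-score above 3 at 5 µM with at least 500 cells counted in the well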
MT stabilize HCS – microtubule stabilizers in HeLa cells. HeLa tubulin immunostaining HCS, 24 h; share of cells brighter than vehicle mean+2SD. % tubulin-high responders, % at 10 µM. 200,000 compounds, 0.83% hits;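 active = plate Z-score above 3 for both tubulin-high and condensed-nucleus cell shares, with cell loss under 80%, at 10 µM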;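 note: anti alpha tubulin signal scored within the nucleus-defined area of each cell; some results filed as inactive read as strong as hits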
Hep lipid drop – modulators of hepatic lipid droplet formation. AML12 mouse hepatocytes, oleate lipid droplets, BODIPY imaging. inhibition, % at 6.5 µM. 240,000 compounds, 0.4% hits;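 active = lipid droplet intensity inhibited by at least 50%, with more than 500 cells counted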
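Material: mouse AML12 hepatocyte cell line, fixed after treatment; Timing: compound with oleate, overnight; Technique: high-content imaging of BODIPY-stained droplets and DAPI nuclei; Probe or stimulus: oleate, 100 µM final; Dosing: compound at 6.5 µM only.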
PMI inhibitors – MPI enzyme activity inhibition – biochemical, fluorescence intensity, coupled assay, primary screen (AID 1209) | purified PMI enzyme, coupled fluorescence intensity; higher % means a stronger effect | inhibition, % at 20 µM; hits with a dose series show IC50 in µM | 190,000 compounds, 0.42% hits; in the data active = inhibition above about 50%;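 note: plate controls were DMSO vehicle for no effect and wells lacking substrate for full effect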
TNAP activators – human TNAP enzyme activators, primary screen, biochemical, luminescent, no phosphate acceptor, uHTS (AID 1001); purified TNAP, luminescent activation assay, no phosphate acceptor; higher activation fold means a stronger effect; one-dose activation fold at 20 µM; EC50 in µM for titrated hits; 200,000 compounds, 0.03% hits; in the data active = activation fold from about 3, or a potency from the dose series; inactive = the rest, 99 in 100 with activation fold below about 1.6; note: many of its hits are not listed in these tables
T cell modulator – modulates CD8 T cell binding to vesicles | 2C CD8+ T cell-vesicle binding, flow cytometry; hits give low values | calls only at 7 µM | AID 2052 | 330,000 compounds, 0.068% hits;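 active = response, share of CD8 T cells binding vesicles, and their 90th percentile fluorescence all below set limits, cut at about 80% in these data, passing the limit was not always enough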
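Benchmarks: naked versus QL9-loaded vesicles / Assay system: purified 2C TCR transgenic mouse naive CD8+ T cells / Technique: high-throughput flow cytometry with anti-B7-1 and anti-CD8 staining / Timing: Cell–vesicle co-incubation 1.5 h at 37 °C, staining 20 min on ice / Read-out: percent CD8+ FL2 mean versus row control / Probe or stimulus: QL9-loaded Drosophila micro-vesicles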
Myeloid diff MLP – promotes myeloid progenitor differentiation; calls only at 10 µM; 360,000 compounds, 1% hits; AID 624256; ER-HoxA9 myeloid progenitors, lysozyme-GFP differentiation, flow cytometry;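 active = normalized GFP-positive differentiation at or above the plate's own cutoff, the solvent-only control mean plus 3 SD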;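 note: cells exposed to compound for four days before flow analysis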
Dynein cargo inh – dynein cargo transport inhibition; 220,000 compounds, 0.47% hits; z-score, hits read low; 3617.4 mouse cells, GR-EGFP nuclear translocation imaging; test concentration mostly 20 µM; stimulated with dexamethasone, 1 µM; hits give low values;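 active = plate z-score of nuclear minus cytoplasmic receptor signal below a set negative limit, without overly bright fluorescence or cell loss, cut at about -3.5 in these data, passing the limit was not always enough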;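 note: z-score of nuclear minus cytoplasmic ring GR-EGFP intensity difference per well; some compounds called inactive have numbers as strong as hits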
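Buffer or medium: tetracycline-free induction medium containing charcoal-stripped FBS / Reagent: dexamethasone agonist, 1.0 µM final, for 30 min / Technique: automated 10x imaging of fixed Hoechst-stained cells / Times: induction 48 h, compound 1 h, agonist 30 min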
b-catenin transl – alters nuclear translocation of beta-catenin in HeLa cells; immunofluorescence imaging; nuclear translocation activity, % at 5 µM; 190,000 compounds, 0.3% hits; AID 1665;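 active = nuclear translocation activity above 50% at 5 µM, with a well cell count of 50 or more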;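 note: per-cell ratio of nuclear to cytoplasmic median beta-catenin stain intensity; plate controls were DMSO negative control for no effect and GSK-3 inhibitor IX positive control for full effect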
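Read-out: Nuclear/cytoplasmic beta-catenin signal ratio, % activation | Assay system: Human HeLa cell line | Times: 24 h compound exposure at 37°C, 5% CO2 | Signal: Fluorescence imaging of beta-catenin antibody stain plus DAPI | Dosing: 5 µM primary, 0.02–20 µM confirmation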
Dynein cargo inh cytoplasmic EGFP – further read-out of Dynein cargo inh, marked with its call; z-score; measured here: cytoplasmic GR-EGFP intensity; hits give high values
Dynein cargo inh nuclear GR-EGFP – also measured in Dynein cargo inh; calls as there; z-score; measured here: nuclear GR-EGFP intensity;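 lower value marks the stronger effect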
Dynein cargo inh cell count – further read-out of Dynein cargo inh, marked with its call; z-score; measured here: cell count per field
Insulin prom up cell count – further read-out of Insulin prom up, marked with its call; cell count; measured here: cytotoxicity, nuclei count;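 total cells summed across four imaged fields per well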
Hep lipid drop cells 6.5 µM – second read-out of Hep lipid drop, no call of its own (marks repeat the call); cell count; measured here: cell count, cytotoxicity flag;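 cells counted across two imaged fields per well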
b-catenin transl cell count 5 µM – recorded beside b-catenin transl, whose call it bears; cell count; measured here: cell count, cytotoxicity flag
T cell modulator vesicle-bound % – further read-out of T cell modulator, marked with its call; double positive events, %; measured here: CD8+ vesicle-bound cell fraction;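 binding gate set so that unloaded-vesicle control wells show 10% double positive cells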
MT stabilize HCS Hoechst-high % – second read-out of MT stabilize HCS, no call of its own (marks repeat the call); % Hoechst-high responders; measured here: nuclear condensation Hoechst responders;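 share of cells brighter than vehicle mean plus two SD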
MT stabilize HCS cytotoxicity % – further read-out of MT stabilize HCS, marked with its call; toxicity, %; measured here: cytotoxicity by cell density;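 0% = mean cell density of plate MIN control wells and 100% = no cells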
Myeloid diff MLP GFP+ MAC1+ % – recorded beside Myeloid diff MLP, whose call it bears; GFP+ MAC1+ double positive, %; measured here: differentiation confirmed by MAC1 staining
* = called active by the depositor; i = inactive; / = no result given.

SMILES	Insulin prom up	Insulin prom up cell count	MT stabilize HCS	MT stabilize HCS Hoechst-high %	MT stabilize HCS cytotoxicity %	Hep lipid drop	Hep lipid drop cells 6.5 µM	PMI inhibitors	TNAP activators	T cell modulator	T cell modulator vesicle-bound %	Myeloid diff MLP	Myeloid diff MLP GFP+ MAC1+ %	Dynein cargo inh	Dynein cargo inh cytoplasmic EGFP	Dynein cargo inh nuclear GR-EGFP	Dynein cargo inh cell count	b-catenin transl	b-catenin transl cell count 5 µM
Cc1cc(C)n(-c2cc(N3CCN(S(=O)(=O)c4ccc(Cl)cc4)CC3)ccc2[N+](=O)[O-])n1	-0.47	1510	3.8	4.3	7.9	-10.4	600	12.3%	1.1	i	42.8	i	0.7	-0.312	-0.108	-0.388	0.0228	0.1	1096
Cc1ccc(Cl)cc1N1CCN(C(=O)COc2ccc3c(c2)CCC3)CC1	0.34	1624	1.5	2.5	5.6	-61.4	601	11.1%	1.1	i	56.1	i	0.7	0.115	-0.114	0.263	-1.07	2.6	1061
CCN1CCc2nc(NC(=O)c3cc(F)c(F)cc3Cl)sc2C1	-0.91	1283	1.6	2.8	7.2	6.5	712	-0.4%	1.1	i	57.7	i	0.2	0.115	-0.318	-0.322	-0.544	-0.8	1116
NC(=O)c1sc2nc3c(cc2c1N)CCCCCC3	0.84	1446	/	/	/	-2.1	647	/	/	i	22.7	i	0.1	1.63	-0.126	0.837	-1.35	0.2	1281
Cn1cc([N+](=O)[O-])c(C(=O)NNC(=O)c2ccc([N+](=O)[O-])cc2Cl)n1	-0.17	1253	3.1	1.9	5.9	47.2	666	-8.0%	1.1	i	34.6	i	0.6	-0.49	-0.326	0.163	1.13	-1.4	1084
Cc1noc(C)c1C(=O)N1CCN(C(=O)c2sc3cc(Cl)ccc3c2Cl)CC1	/	/	2.8	2.4	5.2	-5.3	720	5.8%	1.1	i	19.6	i	2.0	-0.848	-0.265	-0.532	0.149	/	/
O=C(NNC(=O)C1CCN(Cc2cccc(F)c2)CC1)c1cccc(Cl)c1	0.26	1735	4.4	2.1	5.3	24.4	661	14.2%	1.4	i	42.0	i	0.2	-0.633	-0.229	-0.452	0.677	-1.9	1120
CCOc1ccc(S(=O)(=O)N2CCc3cc(OC)c(OC)cc3C2)cc1	0.13	1278	4.1	1.7	4.5	2.3	749	0.1%	1.1	i	4.3	i	1.5	-0.325	-0.242	0.426	0.939	-1.0	553
COc1ccc2cc3cc(C(=O)NCc4cccnc4)oc3nc2c1	-0.14	1237	2.9	2.7	1.1	3.3	722	2.1%	1.1	i	48.5	i	0.4	2.18	-0.122	1.61	-1.7	-1.4	1125
COc1ccc2c(c1)cc1n2CCN=C1NN	0.56	808	1.5	0.6	6.0	22.7	781	-7.2%	1	i	62.3	i	0.5	1.67	-0.0728	0.848	-0.465	/	/
CC1=NS(=O)(=O)c2cc(Cl)ccc2N1	/	/	4.1	2.2	2.9	34.8	561	8.0%	1.1	i	13.6	i	2.5	-0.563	-0.308	-0.11	1.01	-3.0	539
O=c1cc(NCc2ccco2)c2ccccc2o1	0.04	1236	12.0	20.9	97.0	10.3	682	3.2%	1.1	i	33.7	i	0.9	1.57	0.185	1.71	-1.42	/	/
O=C(c1ccc(COc2ccccc2[N+](=O)[O-])o1)N1CCCCCC1	-0.76	1203	2.3	1.1	9.0	/	/	3.8%	1.1	i	27.1	i	1.2	-0.569	-0.201	0.0153	-0.161	-3.6	940
COC(=O)CN=C1OC(=O)N2C(=O)C3=C4[C@@H](C[C@H]5C(=O)N(c6ccccc6)C(=O)[C@H]5[C@H]4[C@@]12Cc1ccccc1)[C@H]1C(=O)N(c2ccccc2)C(=O)[C@H]1[C@H]3C	0.77	868	/	/	/	-29.2	631	/	/	i	17.0	i	1.0	2.34	-0.714	1.03	-0.432	-0.5	1341
C=CCn1c(O)c(C(CC)=NCc2cccnc2)c(=O)[nH]c1=O	-0.95	1299	3.1	2.0	4.7	/	/	6.1%	1.1	i	50.4	i	1.6	0.132	-0.414	0.00529	0.11	-4.8	958
Cc1ccc2c(c1)c(CC(=O)Nc1ccc(F)cc1)c(C(=O)O)n2C	0.68	886	1.2	1.4	6.3	-3.3	727	-2.3%	1.2	i	40.2	i	14.7	-0.104	-0.286	0.12	0.391	/	/
Cn1cnc([N+](=O)[O-])c1Sc1ncccc1N	-0.15	867	0.9	1.3	7.4	-0.4	766	-13.2%	1	i	32.9	i	2.6	-1.25	-0.234	-0.381	0.693	-3.0	1194
CS(=O)(=O)N1CCCC(C(=O)N2CCN(c3cccc(Cl)c3)CC2)C1 (stereo not drawn)	0.89	1579	2.8	1.4	4.9	-1.8	676	-2.0%	1	i	42.5	i	0.2	-1.09	-0.248	-0.424	0.923	-1.1	1090
S=C1NCCOCCOCCOCCOCCNC(=S)N2CCOCCOCCN1CCOCC2	-0.82	1521	3.8	1.3	3.7	8.8	709	2.4%	1.1	i	40.5	i	0.3	-0.348	-0.31	0.0165	1.15	-2.6	1010
NC(=O)COc1ccc2c3c(c(=O)oc2c1)CCCCC3	1.88	1360	15.0	15.6	84.2	-9.8	737	11.6%	1	i	22.3	i	1.6	0.0174	-0.272	0.0918	1.86	/	/
CN(C)/C=N/c1cnc(C(=O)c2ccc(Cl)cc2)n1C	-1.41	1028	1.9	2.4	11.3	/	/	-8.7%	1	i	38.7	i	1.2	-0.011	-0.158	0.0447	-0.264	-4.4	762
CN(C)Cc1nc2c(c(=O)[nH]1)C1(CCCCC1)Cc1ccccc1-2	0.17	1202	4.7	3.4	9.8	6.8	787	-0.8%	1.1	i	39.0	i	2.3	-0.711	0.51	-0.227	0.736	-4.8	1198
CCOC1OC(=O)C(Cl)=C1Nc1ccc(C)cc1C (stereo not drawn)	-0.3	1578	2.3	1.1	3.6	-1.2	640	3.3%	1.1	i	54.2	i	0.5	2.12	-0.147	2.25	-1.24	-1.2	1115
Cc1cc(=O)oc(C)c1C(=O)n1nc(C)c2c1C[C@@H]1[C@H]2C1(C)C	0.04	1284	3.5	5.6	13.2	/	/	-17.9%	1.1	i	23.7	i	1.0	2.51	-0.166	1.31	-0.537	-0.7	1223
CCOc1cccc(C(=O)Nc2ccccc2N2CCN(C(=O)C(C)C)CC2)c1	-0.21	935	2.9	3.4	6.5	/	/	-5.6%	1	i	36.1	i	0.7	-0.15	-0.26	-0.152	-0.305	-2.3	612
CCc1c(O)nc(SCC(=O)Nc2nc3ccccc3s2)n(-c2ccccc2)c1=O	-0.09	1124	/	/	/	9.3	692	/	/	i	16.8	i	0.4	-1.03	-0.215	0.123	-0.759	0.0	1363
CSc1ccccc1C(=O)NC1CCCCCC1	0.79	949	1.0	1.1	5.5	-1.7	781	1.5%	1.1	i	32.5	i	0.6	-0.142	0.542	0.0622	0.416	0.1	1248
O=C(CSc1ccccc1)Nc1ccc(-c2nc3ccccc3[nH]2)cc1	0.18	1670	1.7	3.3	10.8	0.6	659	2.8%	1.1	i	5.0	i	0.3	-0.622	-0.252	-0.377	0.29	-2.2	1204
COC(=O)c1cn(NC(=O)c2ccc([N+](=O)[O-])c(C)c2)c(=O)c2ccccc12	-0.29	1221	1.4	2.0	6.9	8.1	672	-7.0%	1.1	i	41.6	i	0.6	-1.05	-0.144	-0.717	-0.117	-1.0	1085
C=CCOc1c(CNc2cccc(C(=O)O)c2)cccc1OC	1.1	901	0.9	1.4	12.1	-9.2	715	1.3%	1.1	i	41.1	i	0.6	-0.824	-0.233	-0.368	0.627	-2.2	1123
CCc1c(C)sc(NC(=O)C2CC2)c1C(=O)OC(C)C	0.72	1366	2.2	3.0	6.5	-14.7	675	3.4%	1.1	i	46.6	i	0.3	-0.336	-0.305	-0.283	0.544	/	/
CCCOc1nnnn1-c1ccccc1	0.26	1338	2.5	1.4	9.4	/	/	-4.4%	1.1	i	42.9	i	0.8	-0.122	-0.201	0.172	-0.587	2.2	1395
O=C(Nc1ccc(OC(F)(F)F)cc1)c1ccc2ccccc2n1	-0.35	1284	1.9	1.3	6.4	9.1	678	5.1%	1.1	i	46.5	i	0.1	-0.409	-0.215	-0.253	-0.42	0.6	1053
Cc1ccc(C2CC(=O)NC(SCc3ccccc3)=C2C#N)cc1 (stereo not drawn)	-1.02	965	3.1	1.5	3.1	-5.9	744	4.4%	1.1	i	56.5	i	0.7	-0.248	-0.236	-0.179	-0.614	3.1	960
O=C(Cn1nc(-c2ccccc2)ccc1=O)NCCN1CCN(Cc2ccccc2)CC1	-0.21	1738	4.2	1.8	7.5	-4.2	650	5.5%	1.2	i	13.0	i	1.0	0.828	-0.25	0.663	-0.183	0.7	1075

Bioassay records from PubChem.
